# Screens (PubChem BioAssay)
# GRP78 ERSR act: inducers of ER stress response in human glioma cells; U87-MG GRP78 promoter luciferase reporter, 16 h; Potency, µM, for inactives: at the highest dose activation, usual class: activators; 0.02% of 420,000 active; also: potency is read from the fitted curve at half-maximal effect; series mostly up to about 76 µM; % of control where 0% means no effect; nearly all actives have a fitted effect of over 35% in size
#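 Stably transfected U87-MG human glioma cells carrying a GRP78-based luminescent sensor were seeded at 1000 cells/well, pin-dosed with compounds and incubated 16 h. Luciferase reagent was then added, and end-point luminescence was read after 10 min at room temperature.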
# Vif-A3G inh: inhibitors of Vif-APOBEC3G interaction | Q9HC16 | HeLa A3G-eYFP + Vif (tagged APOBEC3G with the HIV-1 protein that degrades it), YFP fluorescence, overnight | Potency, µM (series often up to 46.1 µM), for inactives: at the highest dose activity, negative = active, actives largely listed as inhibitors | 0.076% of 410,000 active | AID 602310;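 also: potency is read from the fitted curve at half-maximal effect; % is scaled to controls: 0 for no effect and ±100 for the full control effect; nearly all actives have a fitted effect of over 60% in size; hits raise eYFP signal because A3G escapes Vif-driven loss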
#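 HeLa cells stably expressing Vif and C-terminally eYFP-tagged A3G, seeded overnight at 37 deg C, then exposed to compound by pintool overnight at 37 deg C. Rise in yellow fluorescence (Ex 488/Em 500-530, Acumen) marks blocked Vif-driven A3G degradation.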
# D1 antag: human D1 dopamine receptor antagonism; P21728; HEK293 TREx D1 cells, calcium flux, dopamine EC80; hits give low values; activity change, negative = inhibition, % at 10 µM; 3.2% of 360,000 active; in the data active = activity change below about -30%; also: % is scaled to controls: 0 for no effect and ±100 for the full control effect
#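 After overnight tetracycline induction at 30 C, force-coupled D1 HEK293 cells took up a no-wash calcium dye at room temperature. Compounds were added and monitored 180 s, and the response to EC80 dopamine was then recorded.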
# RXFP1 ag: RXFP1 (human) receptor agonism. Q9HBX9. HEK293T-RXFP1 cAMP TR-FRET, 30 min; response scale: percent of porcine relaxin response, buffer zero. Potency, µM (series often up to 57.5 µM), without a hit: top-dose activation, most hits filed as activators. 0.3% of 370,000 active; also: potency is read from the fitted curve at half-maximal effect; % is scaled to controls: 0 for no effect and ±100 for the full control effect; nearly all actives have a fitted effect of over 60% in size; many of its hits are not listed in these tables
# Target sequence (Q9HBX9 whole entry, looked up): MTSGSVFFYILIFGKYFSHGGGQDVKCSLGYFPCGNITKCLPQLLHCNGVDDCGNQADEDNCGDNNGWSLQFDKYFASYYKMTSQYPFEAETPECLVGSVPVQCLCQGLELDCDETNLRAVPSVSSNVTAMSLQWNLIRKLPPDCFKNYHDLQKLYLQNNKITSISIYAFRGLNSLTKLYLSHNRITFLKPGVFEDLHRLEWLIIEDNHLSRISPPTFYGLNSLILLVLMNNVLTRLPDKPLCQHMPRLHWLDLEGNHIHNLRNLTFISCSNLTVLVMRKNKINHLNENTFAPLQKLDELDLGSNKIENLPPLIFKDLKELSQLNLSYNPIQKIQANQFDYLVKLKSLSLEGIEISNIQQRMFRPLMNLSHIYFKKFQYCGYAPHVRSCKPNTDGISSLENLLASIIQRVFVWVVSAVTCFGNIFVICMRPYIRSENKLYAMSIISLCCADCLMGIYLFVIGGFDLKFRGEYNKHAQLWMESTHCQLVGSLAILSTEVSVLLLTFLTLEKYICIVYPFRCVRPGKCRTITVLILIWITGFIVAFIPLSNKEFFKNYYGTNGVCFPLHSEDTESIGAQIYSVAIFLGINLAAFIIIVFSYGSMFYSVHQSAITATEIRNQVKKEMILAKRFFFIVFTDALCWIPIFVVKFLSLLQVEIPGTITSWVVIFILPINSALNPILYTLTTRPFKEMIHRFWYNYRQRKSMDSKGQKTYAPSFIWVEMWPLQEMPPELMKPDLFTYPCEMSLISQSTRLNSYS
#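 HEK293T cells stably expressing RXFP1 were pretreated with the PDE4 inhibitor Ro 20174, exposed to compounds for 30 min at 37C, lysed, and cAMP was read by TR-FRET. Data normalized to buffer (basal) and 29 nM porcine relaxin (100%).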
# LDHA inh: blocks human lactate dehydrogenase A | P00338 | purified LDHA, NADH/diaphorase-resazurin fluorescence; hits give low values | activity change, % (values are at about 110 or 230 µM) | 0.15% of 480,000 active | AID 1347041; in the data active = activity change below about -30%; inconclusive = mostly about -25% to -30%;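 also: plate controls were DMSO wells for no effect and wells without enzyme for full effect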
#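 Human LDH5 (2 nM) was incubated with 0.06 mM NADH and 0.2 mM pyruvate for 5 min at room temperature in Tris pH 7.4. Remaining NADH was coupled through diaphorase/resazurin, and resorufin fluorescence was read at 0 and 20 min.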
# D1 ag: agonists of human D1 dopamine receptor; P21728; 1% of 360,000 active; activation, % at 2 µM; AID 504660; HEK293 T-REx D1 cells, calcium flux, agonist mode; in the data active = activation above about 30%; also: 0% is about no effect
#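 Agonism was scored from calcium flux recorded over 180 s (1 read/s) after pintool compound addition, following a 10-cycle baseline. Cells were inducible force-coupled HEK293 TREx D1, plated overnight at 30 C and loaded with no-wash calcium dye.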
# Vif-APOBEC3F blk: Vif-A3F binding inhibition | HeLa A3F-eYFP + Vif (tagged APOBEC3F with the HIV-1 protein that degrades it), YFP fluorescence increase | Potency, µM (highest dose often 46.1 µM), for inactives: top-dose activity, negative = active | 0.2% of 390,000 active | AID 602313; also: potency is read from the fitted curve at half-maximal effect; % of control where 0% means no effect; nearly all actives have a fitted effect of over 65% in size
#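 HeLa cells stably expressing A3F-eYFP plus Vif, plated and incubated overnight at 37 deg C, then exposed to compounds overnight at 37 deg C. Blocked degradation read as raised yellow fluorescence (Ex 488/Em 500-530).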
# D2 potentiator: positively modulates the human D2 dopamine receptor allosterically; P14416; HEK293 T-REx D2, calcium flux, EC20 dopamine potentiation; potentiation, % at 10 µM; 0.34% of 340,000 active; AID 485347;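 active = potentiation over 3 SD above the plate norm, cut at about 30% in these data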; also: 0% is about no effect
#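 Cells plated with tetracycline inducer and held overnight at 30 C; calcium dye loaded 30–90 min at room temperature; baseline taken, compound added and read 180 s; EC20 dopamine then added and read 180 s.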
# D1 PAM: human D1 dopamine receptor positive modulation; AID 504651; 0.036% of 360,000 active; potentiation, % at 10 µM; P21728; HEK293 TREx D1 cells, calcium flux, dopamine EC20 potentiation; in the data active = potentiation above about 30%; also: 0% is about no effect
# * marks the source's active call; other numbers are inactive results; ? = inconclusive; · = no result given; & = joins results of further samples. Unless noted, calls follow the shape of the dose curve; as a rule, active = well fitted curve in the direction sought with a large enough effect; inconclusive = small, poorly fitted or top-dose-only effect, or another doubt; inactive = no such curve, though single readings can be large; an effect the other way counts as inactive or inconclusive. A portion of the library, so the mix of outcomes need not match the whole.
SMILES,GRP78 ERSR act,Vif-A3G inh,D1 antag,RXFP1 ag,LDHA inh,D1 ag,Vif-APOBEC3F blk,D2 potentiator,D1 PAM
O=c1[nH]c(SCc2ccccc2)nc2c1cnn2-c1ccc(F)cc1,-5.2%,4.5%,-2.8,-5.1%,-7.3,3.1,-5.1%,9.8,-2.9
Cc1ccc(-c2nc(CS(=O)CC(=O)NCCCN3CC(C)CC(C)C3)c(C)o2)cc1 (centres undefined),-3.1%,1.9%,2.3,0.4%,-1.2,0.9,6.2%,-4.2,-1.6
CCCN1CCN(C(=O)Cn2nc(C)n3c(cc4sccc43)c2=O)CC1,-5.1%,-1.1%,6.5,14.3%,-1.0,3.3,-4.3%,-12.1,-5.2
Cc1ccc(-n2c(=O)c3c4c(sc3n(Cc3ccccc3F)c2=O)CCC4)cc1C,-3.3%,3.7%,8.4,-0.2%,-16.1,0.2,-3.1%,4.7,0.7
CC(=O)OCC(=O)Nc1c(C)cc(C)cc1C,-0.5%,3.8%,1.6,0.5%,-7.3,0.8,3.1%,14.5,0.1
O=c1c(Cl)c(Cl)cnn1-c1ccccc1,-14.1%,?,-15.4,3.1%,-0.2,0.2,-2.8%,-2.3,-1.1
CCOC(=O)c1c(C)n(-c2ccc(OC)cc2)c2ccc(O)c(CN(C)C)c12,-0.7%,0.8%,4.8,0.6%,-2.0,13.7,-18.9%,6.0,-0.4
CC(C)CNc1cc(NC2CCCCC2)c2c3c(onc13)-c1ccccc1C2=O,2.3%,-6.8%,-5.5,-2.2%,18.1,0.5,2.4%,-6.0,2.8
CCC(C(=O)Nc1cccnc1)c1ccccc1 (centres undefined),-0.8%,4.6%,-3.5,-3.2%,2.2,6.3,7.1%,-3.9,-1.9
Cc1nn(C)cc1S(=O)(=O)NC1CCCC1,-2.5%,-0.3%,·,-0.9%,-6.4,-1.3,-13.4%,12.1,2.4
CCS(=O)(=O)c1ncc(Cl)c(C(=O)Nc2ccc(S(=O)(=O)N3CCC(C)CC3)cc2)n1,-19.2%,-2.1%,-65.5*,2.4%,-1.0,1.8,4.5%,8.8,-12.6
C=CCN(c1ccccc1)S(=O)(=O)c1cccc(C(=O)N2CCCC2)c1,-3.0%,-3.1%,-5.5,0.2%,0.1,3.2,5.6%,8.7,1.2
O=C(Nc1nccs1)C1CCN(S(=O)(=O)c2ccc(Cl)c(C(F)(F)F)c2)CC1,-6.2%,0.9%,6.4,0.7%,-2.8,8.4,4.6%,21.2,15.5
COc1ccc(N2c3ccccc3CN(Cc3ccccc3)[C@@H](C)[C@H]2Cc2cccnc2)cc1,-0.3%,-7.9%,·,·,2.7,·,-3.8%,·,·
CCC(C(=O)OCC(=O)Nc1ccc(F)cc1)c1ccccc1 (centres undefined),-2.0%,-0.6%,-13.3,-2.4%,-4.1,4.4,2.5%,-7.0,-7.0
C/C(=N/NC(=O)CNC(=O)c1ccccn1)c1ccc([N+](=O)[O-])cc1,0.2%,-0.7%,0.4,-2.1%,-5.7,0.2,6.7%,·,-1.9
Cc1c(CNC(=O)C2CCC(=O)N(CCc3ccccc3)C2)cnn1C (centres undefined),-4.6%,0.8%,-32.6*,-1.4%,-2.4,3.6,0.6%,3.2,1.9
COc1ccc(N(CC(=O)NC2CCCC2)C(=O)CCC(=O)Nc2cc(C)on2)cc1OC,3.5%,2.4%,8.7,3.4%,-3.5,0.4,6.8%,-16.5,4.7
Cc1ccc(SCC(=O)c2c(C)[nH]c3ccccc23)cc1,-2.4%,1.3%,5.3,2.7%,4.6&-7.5,1.7,-1.6%,1.6,0.8
CC(OC(=O)/C=C/c1ccc(Br)cc1)C(=O)N1CCOCC1 (centres undefined),-1.0%,-3.6%,-9.1,1.2%,-5.2,3.3,4.7%,1.2,1.6
CCCCN1C(=O)C(CC(=O)NCCc2ccccn2)CC(C(=O)N(C)C)=C1C (centres undefined),2.7%,1.2%,·,·,0.5,·,-5.2%,·,·
CCc1noc(C)c1C(=O)Nc1nc(-c2cccs2)cs1,0.8%,-2.7%,6.9,1.0%,-5.0,0.1,-10.8%,2.7,3.7
CC1CCN(c2c(NCC3CCC(C(=O)NCc4ccccc4Cl)CC3)c(=O)c2=O)CC1 (centres undefined),0.6%,-0.8%,-13.1,2.5%,-1.2,-3.0,-0.7%,0.3,-5.6
CCC(C)NC(=O)CSc1nc2c(sc(=S)n2Cc2ccco2)c(=O)n1-c1ccccc1 (centres undefined),-1.1%,1.6%,-2.9,-0.4%,-8.4,1.7,-5.1%,·,-4.9
O=C1OCCC1Sc1nnc(-c2ccccc2Br)n1Cc1ccccc1 (centres undefined),-2.7%,-9.4%,-18.7,0.8%,-2.0,0.0,3.1%,3.2,-5.8
CCOC(=O)c1ccc(N2C=C(C(=O)OC)C(c3cccc(O)c3)C(C(=O)OC)=C2)cc1,1.5%,-0.2%,-21.7,2.3%,-2.4,5.8,-1.0%,-3.2,5.3
CCOC(=O)/C=c1\s/c(=C\c2c(OC)ccc3ccccc23)c(=O)n1CC(=O)NCC1CCCO1 (centres undefined),-1.9%,10µM*,·,2.5%,5.1,11.7,25.1µM*,-3.6,0.5
COc1ccc(-c2cc3cc(C(=O)O)ccn3c2C(=O)c2ccccc2)cc1,0.0%,?,-11.8,0.2%,2.7,0.1,0.9%,0.8,-2.2
CCCNC(=O)c1ccc(CN2CCOCC2)cc1,0.2%,3.2%,1.7,-1.7%,-7.2,0.9,-0.6%,·,1.2
Cc1cccn2c(=O)c3cc(C(=O)NC4CCCC4)c(=N)n(CCCN4CCOCC4)c3nc12,-2.4%,6.9%,16.1,?,-4.4,-0.5,-3.5%,·,-3.0
Cc1c(-c2ccccn2)c(=O)[nH]n1-c1ccc(F)cc1,-13.0%,-4.2%,5.8,0.9%,2.2,3.7,0.2%,-8.5,-3.5
Cc1ccc(NC(=O)C2(C)Cc3ccccc3C(=O)O2)c(C)c1 (centres undefined),7.8%,-1.2%,-3.7,1.4%,-4.1,7.6,3.2%,2.6,0.1
O=c1cc(C(F)(F)F)[nH]c2ccc(OC(F)(F)F)cc12,-1.0%,0.0%,-10.3,-0.3%,-8.9,29.5,-1.9%,-6.4,2.4
CC(C(=O)Nc1ccc(N2CCOCC2)cc1)N1C(=O)NC(C)(C)C1=O (centres undefined),-2.1%,2.6%,14.0,0.5%,0.7,2.1,0.2%,13.0,0.3
CCSc1nsc(SCC)c1C(N)=O,-3.0%,1.2%,2.0,1.0%,-3.4,-0.7,-0.9%,-1.0,4.7
Cc1cc(C)nc(SCc2cc(=O)c(OC(=O)c3ccc(Cl)c([N+](=O)[O-])c3)co2)n1,-3.4%,0.3%,-21.4,4.8%,4.5,1.5,-6.7%,0.0,-3.1
COC(=O)c1ccccc1OS(=O)(=O)N(C)C,-0.8%,-0.9%,14.1,-0.3%,-13.3,2.9,2.1%,18.1,3.0
CCCN1CCN(c2ncnc3sc(C(=O)Nc4ccc(C(C)C)cc4)c(C)c23)CC1,-1.2%,8.8%,2.0,4.4%,-1.6,-0.4,4.2%,2.2,-0.4
COC(=O)c1cc(S(=O)(=O)N2CCC(c3cc(OC)ccc3OC)C2)c[nH]1 (centres undefined),-6.5%,2.3%,-8.9,-1.0%,-3.6,5.0,3.6%,83.3*,0.5
CCCN(CC(=O)Nc1ccc(C)cc1Br)CC(=O)Nc1ccc(F)c(F)c1F,-5.1%,1.5%,-8.6,0.1%,6.8,9.8,-8.5%,-17.9,-7.1

# One compound at a time, as listed above. Screens in order: GRP78 ERSR act | Vif-A3G inh | D1 antag | RXFP1 ag | LDHA inh | D1 ag | Vif-APOBEC3F blk | D2 potentiator | D1 PAM
# Entry for COc1ccc(-c2cc3cc(C(=O)O)ccn3c2C(=O)c2ccccc2)cc1 = 0.0% | ? | -11.8 | 0.2% | 2.7 | 0.1 | 0.9% | 0.8 | -2.2
# Entry for CCOC(=O)c1c(C)n(-c2ccc(OC)cc2)c2ccc(O)c(CN(C)C)c12 = -0.7% | 0.8% | 4.8 | 0.6% | -2.0 | 13.7 | -18.9% | 6.0 | -0.4
# Entry for COC(=O)c1ccccc1OS(=O)(=O)N(C)C = -0.8% | -0.9% | 14.1 | -0.3% | -13.3 | 2.9 | 2.1% | 18.1 | 3.0
# Entry for COc1ccc(N2c3ccccc3CN(Cc3ccccc3)[C@@H](C)[C@H]2Cc2cccnc2)cc1 = -0.3% | -7.9% | · | · | 2.7 | · | -3.8% | · | ·

# Next records follow.
SMILES,GRP78 ERSR act,Vif-A3G inh,D1 antag,RXFP1 ag,LDHA inh,D1 ag,Vif-APOBEC3F blk,D2 potentiator,D1 PAM
O=C(CSc1nnc(CNC(=O)c2ccco2)o1)c1ccccc1,-1.8%,0.0%,-11.0,-0.5%,-0.2,1.8,21.9%,4.4,-0.8
Cc1nn(Cc2c(F)c(F)c(F)c(F)c2F)c(C)c1NC(=O)c1nn(C)cc1[N+](=O)[O-],-3.5%,-4.5%,6.7,3.7%,-0.7,3.6,-2.5%,-6.6,-3.7
N#Cc1ccc2ccn(CC(=O)NC3CCCCCC3)c2c1,-2.8%,1.6%,11.7,3.1%,-3.7,3.1,0.4%,-11.2,2.1
COc1cccc(NC(=O)CN(C)C(=O)c2cccc(S(=O)(=O)N3CCN(c4ccccc4)CC3)c2)c1,-1.6%,6.2%,-3.8,-0.4%,1.3,1.3,-18.7%,6.7,5.9
CC(=O)Nc1c(Cl)n(C(C)=O)c2ccccc12,8.9%,-4.1%,-0.3,-1.1%,2.9,2.3,8.0%,-0.7,-7.0
O=C(NC(=S)Nc1cc(C(F)(F)F)ccc1N1CCOCC1)c1sc2ccccc2c1Cl,-6.5%,0.2%,14.0,4.2%,-4.0,0.0,1.9%,4.2,-1.4
CCCCN(C)CCNC(=O)CN1C(=O)CSc2ccc(S(=O)(=O)N3CCCC3)cc21,-4.1%,1.6%,10.1,2.3%,-2.4,0.5,-11.4%,-0.2,3.6
COc1cccc(-c2nc(CS(=O)CC(=O)NC3CC3)c(C)o2)c1 (centres undefined),-2.1%,-0.4%,14.9,2.3%,-3.4,2.9,-9.8%,17.0,-3.8
